Screening results (PubChem)
AID inhibitor: blocks human AID cytidine deaminase activity. Potency, µM (top dose mostly 115 µM), without a hit: top-dose activity change, negative = inhibition, most hits filed as inhibitors. AID deamination FRET fluorescence, UDG-coupled, 4 h. 91,000 tested, 0.32% active; further: nearly all actives have a fitted effect of over 25% in size
Target sequence (Q9GZX7 whole entry, looked up): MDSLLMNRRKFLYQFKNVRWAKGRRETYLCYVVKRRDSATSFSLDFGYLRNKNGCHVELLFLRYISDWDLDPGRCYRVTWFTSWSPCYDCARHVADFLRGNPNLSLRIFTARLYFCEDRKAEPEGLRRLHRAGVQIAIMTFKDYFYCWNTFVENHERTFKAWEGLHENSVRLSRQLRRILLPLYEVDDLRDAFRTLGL
UDG counter: UDG inhibition counter-screen; Potency, µM (series often up to 115 µM), for inactives: at the top dose activity change, negative = inhibition, most hits filed as inhibitors; 91,000 tested, 0.14% active; AID 1347430; FRET deamination/UDG coupled assay, UDG read, 4 h; further: nearly all actives have a fitted effect of over 65% in size
Numbers without * were called inactive; ? = inconclusive; [ ] = another dose, or the depositor's remark. The call rests on the fitted dose curve; in most records, active means well fitted curve in the direction sought with a large enough effect; inconclusive means small, poorly fitted or top-dose-only effect, or another doubt; inactive means no such curve, though single readings can be large; an effect the other way counts as inactive or inconclusive. On the % scale 0 is the no-effect control and ±100 the full control effect; potency means the concentration at half of the fitted maximal effect.

Every second line gives: UDG counter | AID inhibitor
> COC(=O)CC(NC(=O)Cc1cc(C(C)=O)ccc1OC)c1cccs1 (configuration not stated)
→ -5% | 0%
> COC(=O)c1cc(-c2nc3ccccc3[nH]2)c(-c2ccc(OC)cc2)nc1C
→ -4% | -3%
> O=C(c1ccccc1Cl)N1CCCC(c2nc3c(nnn3Cc3ccc(F)cc3F)c(=O)[nH]2)C1 (configuration not stated)
→ -10% | ?
> Cc1ccc(OCCSc2nc(-c3ccccc3C)nc3cc(=O)[nH]n23)cc1Cl
→ 22% | -21%
> CCN(CC)c1ccc(/C=N/NC(N)=S)cc1
→ 6% | 5%
> C=CCn1c(-c2ccc(SC)cc2)c(-c2ccccc2)sc1=Nc1ccc(C)cc1
→ -8% | -9%
> O=C(Cn1nc(-c2cccs2)c2ccccc2c1=O)NCc1cccc(Cl)c1
→ 0% | -10%
> O=Cc1cccc(OCc2ccc(Cl)c(Cl)c2)c1
→ -6% | -16%
> NC1(C(=O)O)CCc2cc(C(=O)O)ccc21 (configuration not stated)
→ 5% | 35%[activator]
> O=C1c2oc3ccccc3c(=O)c2C(c2cccc(Br)c2)N1c1ccccn1 (configuration not stated)
→ 13% | 5%
> COc1ccccc1CNC(=O)c1ccc(-c2nc(CN3CCc4ccccc43)c(C)o2)cc1
→ -5% | 21%
> CCOc1ccc(NC(=O)c2noc3c2CSc2ccccc2-3)cc1
→ 1%[57.5 µM] | 1%
> Clc1ccc2c(c1)C(N1CCNCC1)=Nc1ccccc1O2
→ -4% | -2%
> O=C(NCC(c1cccs1)N1CCCCCC1)c1cc(=O)c2cc(Br)ccc2o1 (configuration not stated)
→ 5% | 4%
> Cc1ccccc1C(=O)Nc1cccc(OCc2cc(=O)n3c(C)csc3n2)c1
→ 0% | 12%
> COc1cc(OC)cc(C(=O)OCC(=O)Nc2c(C)cccc2C(C)C)c1
→ -8% | -1%
> Cc1cc(C)c(S(=O)(=O)N2CCOC23CCN(C(=O)CCc2ccccc2)CC3)c(C)c1
→ -5% | -21%
> COc1ccc(-c2cn3c(n2)sc2cc(C(=O)Nc4ccccc4F)ccc23)cc1
→ 2%[57.5 µM] | 14%
> COc1ccc(CNS(=O)(=O)c2cc(C(=O)Nc3cc(Cl)cc(Cl)c3)ccc2F)cc1
→ 1% | 19%
> CCSc1ccc(C(=O)Nc2ccc(-c3nc4ccc(C)cc4s3)cc2)cc1
→ -15% | -4%
> Cc1ccc(N(CC(=O)Nc2c(C)cccc2C)S(C)(=O)=O)cc1
→ -2% | -16%
> CC(=O)c1ccc(NC(=O)c2ccc3c(c2)N(Cc2cccc(Cl)c2)C(=O)c2ccccc2S3=O)cc1 (configuration not stated)
→ -13% | ?
> O=C(CCSCc1nc2ccccc2s1)NC1CCCCC1
→ 0% | 12%
> CC(=O)C1(C)N(O)C(C)(C)C(c2ccc(Cl)cc2)=[N+]1[O-] (configuration not stated)
→ -6% | -7%
> COc1ccc(Cl)cc1NC(=O)C(C)n1nnc2sc3c(c2c1=O)CCCC3 (configuration not stated)
→ 12% | 1%
> COc1ccc2oc(=O)c(C(=O)NCCc3c(C)[nH]c4ccc(Br)cc34)cc2c1
→ -4% | 7%
> Cc1nc(NCC2CCCO2)c(C#N)c2c1CCCC2 (configuration not stated)
→ 6% | -6%
> O=C1CC2(CCCCC2)CC(=O)O1
→ 1% | 6%
> O=C(O)CNCc1ccc(-c2ccccc2)cc1
→ -3% | 4%
> CCOc1ccc(NC(=O)c2oc3ccccc3c2NC(=O)c2ccc(OC)cc2OC)cc1
→ -3% | -5%

A second format for some results above:
SMILES: Cc1ccc(N(CC(=O)Nc2c(C)cccc2C)S(C)(=O)=O)cc1
  UDG counter = -2% | AID inhibitor = -16%

SMILES: CC(=O)c1ccc(NC(=O)c2ccc3c(c2)N(Cc2cccc(Cl)c2)C(=O)c2ccccc2S3=O)cc1 (configuration not stated)
  UDG counter = -13% | AID inhibitor = ?

SMILES: O=C(CCSCc1nc2ccccc2s1)NC1CCCCC1
  UDG counter = 0% | AID inhibitor = 12%

SMILES: CC(=O)C1(C)N(O)C(C)(C)C(c2ccc(Cl)cc2)=[N+]1[O-] (configuration not stated)
  UDG counter = -6% | AID inhibitor = -7%

(further entries)
Every second line gives: UDG counter | AID inhibitor
> CC1=C(c2ccc(C)cc2)S(=O)(=O)NC1=NCCCN1CCN(c2ccc(F)cc2)CC1
→ -1% | -2%
> N#Cc1ccccc1CON=C1CCC2(CC1)OCCO2
→ -6% | 3%
> CC(C)CCNC(=O)Nc1cc(C(=O)NCc2cccc(F)c2)ccc1N1CCCC1
→ 3% | 2%
> O=C(Nc1ccc(N2CCCCC2)cc1)C1=COCCO1
→ -4% | -1%
> COc1ccc(-n2c(/C=C/c3cc(OC)c(OC)cc3OC)nc3cc4ccccc4cc3c2=O)cc1Cl
→ 1% | 4%
> CCC(CC)C(CNC(=O)c1cccc(Cl)c1Cl)N1CCOCC1 (configuration not stated)
→ 4% | -14%
> O=C(CCC(=O)OCC(=O)c1ccc(Cl)cc1)Nc1ccc(Oc2ccccc2)cc1
→ -5% | 14%
> O=C(COc1ccc([N+](=O)[O-])cc1)NCC1(N2CCOCC2)CCCCC1
→ 0% | 5%
> O=C(CCn1c(=O)c2sccc2n(CC(=O)Nc2ccccc2)c1=O)NCc1ccccc1Cl
→ 31%[activator] | 3%
> CCCNC(=O)CNC(=O)C1=NN(C)C(=O)CC1
→ 2% | -5%
> CC(=O)N1c2ccc(S(=O)(=O)NCC3CCC(C(=O)Nc4ccccc4C)CC3)cc2CC1C (configuration not stated)
→ -2% | -15%
> CCOc1cccc(C(=O)N(Cc2ccc(CC)cc2)C2CCS(=O)(=O)C2)c1 (configuration not stated)
→ -9% | -29%
> CCc1c(C(=O)NC2CCC(C)CC2)csc1C (configuration not stated)
→ 7% | 2%
> CCCOc1ccc(-c2nn(-c3ccccc3)cc2C2NC(=O)NC(C)=C2C(=O)OCC)cc1 (configuration not stated)
→ 89µM* | ?
> CC(C)(C)NC(=O)COc1ncnc2c(Cl)cc(Cl)cc12
→ -3% | -4%
> CC(NC(=O)c1ccc(N2CCCC2=O)cc1)c1ccccc1Cl (configuration not stated)
→ 7% | -10%
> CCc1nnc2c3ccccc3nc(Nc3cc(C)cc(C)c3)n12
→ -14% | -14%
> CC(C)Oc1ccc(C(=O)NC2CCCC2)cc1
→ 5% | 2%
> O=C(NCCc1ccc(F)cc1)C(=O)NCC(c1cccs1)S(=O)(=O)c1ccccc1 (configuration not stated)
→ -9% | 3%
> Cc1ccc(C(=O)CC(c2ccc(Cl)cc2)S(=O)(=O)c2ccc(C)cc2)cc1 (configuration not stated)
→ 2% | 4%
> COc1cccc(CNC(=O)CCn2ccc3cc(S(=O)(=O)N4CCCC4)ccc32)c1
→ -13% | 19%
> CC(C)N1CCC(CNC(=O)CCc2c[nH]c3ccccc23)C1 (configuration not stated)
→ 3% | -5%
> CCN(CC)C(=O)C1CCN(C(=O)c2cnn(-c3ccccc3)c2-n2cccc2)CC1
→ 9% | 4%
> COc1ccc(C2C3=C(CC(C)(C)CC3=O)Nc3ccccc3N2C(=O)C(F)(F)F)cc1OC (configuration not stated)
→ 11% | 9%
> C/C(=C/C(=O)C(F)(F)F)N1CCC(C(N)=O)CC1
→ 12% | -2%
> O=C(Nc1cc(F)cc(F)c1)c1ccc2c(c1)CCC2
→ 1% | -1%
> CC(C)(C)c1ccc(N=Cc2cccs2)cc1
→ 7% | -2%
> CCCC(=O)C1=C(c2cccc(OC)c2)N(C(=O)CCC)n2c(C)nnc2S1
→ -2% | 117%[activator]
> CC(=O)N1CCN(CC(=O)Nc2sc3c(c2C(N)=O)CCCC3)CC1
→ -5% | 6%
> Cc1ccccc1CS(=O)(=O)Cc1ccc(C(=O)NCc2ccc(F)cc2)o1
→ -8% | 12%
> Cc1oc2cc3oc(=O)c(CC(=O)N4CCCCC4)c(C)c3cc2c1C
→ 1% | ?
> Cc1ccccc1NC(=O)C1CCN(S(=O)(=O)c2cccc3nonc23)CC1
→ -8% | 30%
> c1cc2c(cc1Nc1nc(CN3CCOCC3)nc3sc4c(c13)CCCC4)CCC2
→ -13% | -5%
> Cc1cccc(-n2c3nc(=O)[nH]c(=O)c-3cc3ccc(Cl)cc32)c1C
→ ? | ?
> CCC1CN(C(=O)N2CCC(C(=O)NCc3cccc(OC)c3OC)CC2)c2cc(C)ccc2O1 (configuration not stated)
→ -2%[57.5 µM] | -4%
> CCNC(=O)NC(=O)C(C)Sc1nc(-c2ccco2)nc2ccccc12 (configuration not stated)
→ -4% | -9%
> CCCN(Cc1cc2cc(C)ccc2[nH]c1=O)C(=O)c1ccc(C(C)(C)C)cc1
→ -1% | -15%
> O=C(c1cccc(Cl)c1)N(Cc1ccco1)Cc1ccccc1Cl
→ -16% | ?
> Cc1cc(Br)cc2c1N(Cc1ccccc1OC(C)C)C(=O)C2=O
→ -9% | 15%
> COc1ccccc1C(=O)Nc1ccc(-c2nc3cc(C)cc(C)c3o2)cc1
→ 28% | 3%
> Cc1c(C(=O)Nc2ccc(F)c(Cl)c2)oc2ccc(S(=O)(=O)N(C)C3CCCCC3)cc12
→ -2% | -7%
> Cc1ccc(C)c(Cn2c3ccccc3c3cnn(CC(=O)NC(C)c4ccccc4)c(=O)c32)c1 (configuration not stated)
→ -17%[57.5 µM] | -12%
> O=C(NC1CCCc2ccccc21)c1cccs1 (configuration not stated)
→ 1% | 1%
> S=C(NCc1cccnc1)NC1CC1
→ 0% | 4%
> CCN(CC)Cc1ccc(CNC(=O)c2cnn(-c3ccccc3)c2)cc1
→ 1% | -4%
> NC(=S)N/N=C1\CCCC\C1=C/c1ccco1
→ 10% | 27%
> O=C(Nc1ccc2oc(-c3cccnc3)nc2c1)c1cc(Cl)ccc1Cl
→ -2% | 6%
> Cc1ccc(CNC(=O)CCCn2nc(C)c3c(C)n(-c4ccccc4)nc3c2=O)cc1
→ 4% | -25%
> Cc1cc2[nH]c(=O)c(=O)[nH]c2cc1S(=O)(=O)Nc1cccc(C(F)(F)F)c1
→ -9%[57.5 µM] | -3%
> Cn1ccc(NC(=O)CCc2nc(-c3ccccc3)no2)n1
→ -4% | 1%
> Cc1ncsc1C(=O)/C=C/c1cccs1
→ 1% | 60%[activator]
> COc1ccc(-c2cc3ccc(OCC(=O)OC(C)(C)C)cc3oc2=O)cc1OC
→ 0% | -2%
> COc1cc(C(=O)NCCCc2nc3ccccc3n2CC(C)C)cc(OC)c1OC
→ -6% | -14%
> O=c1cc2nc(-c3ccccc3)nc(SCc3cccc(Br)c3)n2[nH]1
→ -16% | -29%
> COc1ccccc1-c1nnc(SCC(=O)Nc2ccccc2F)o1
→ -23% | -6%
> CN1CCN(CCNC(=O)c2cnn(-c3ccc(Cl)cc3)c2C2CCN(C(=O)OC(C)(C)C)CC2)CC1
→ -1% | 12%
> CN(Cc1ccccc1)C(=O)c1ccc(CSc2nc3cccnc3n2Cc2ccccc2)cc1
→ -11% | ?
> COc1cccc(CNC(=O)CC2CCN(C(=O)c3ccc4nc(-c5ccccc5)oc4c3)CC2)c1
→ -5% | -18%
> CCCN(CCC)CCCNC(=O)C1CCN(S(=O)(=O)c2cccc3nsnc23)CC1
→ -14% | 16%
> CCCCNC(=O)CN1CCN(Cc2nc3ccccc3o2)CC1
→ -11% | -2%

(further entries)
Every second line gives: UDG counter | AID inhibitor
> COC(=O)c1cc2oc(C)cc2n1Cc1ccc(Br)cc1F
→ -13% | ?
> COc1cccc2sc(N(Cc3cccnc3)C(=O)c3ccc4c(c3)OCCO4)nc12
→ -4% | -10%
> Cc1nnc(NC(=O)c2c(-c3ccccc3)noc2C)s1
→ -3% | 8%
> CC(C)CCNC(=O)c1ccc(Cn2c(SCC(=O)NC(C)C)nc3ccccc3c2=O)cc1
→ -7% | 28%
> Cc1cccc(C(=O)NCC(=O)OCc2cc(=O)n3nc(CC(C)C)sc3n2)c1
→ -1% | 33%[activator]
> COc1ccc(OC)c(CNC(=O)c2nn(C)c3c2CS(=O)(=O)c2ccccc2-3)c1
→ -3% | 40µM*
> C1CCN(c2nc(NNc3nc(N4CCCCC4)nc(N4CCCCC4)n3)nc(N3CCCCC3)n2)CC1
→ -6% | -4%
> O=C(Nc1ccccc1C(=O)O)c1cc[n+]([O-])cc1
→ 5% | 13%
> CCCCS(=O)(=O)/C=C/C1C2C=CC(C2)C1S(=O)(=O)CCCC (configuration not stated)
→ -1% | -2%
> Cc1cc2c(cc1C)NC(CC(=O)Nc1cccc(C)c1C)C(=O)N2 (configuration not stated)
→ -16% | 60%[activator]
> Cc1cc2nc3c(=O)n(C)c(=O)n(C)c3nc2cc1N=CN(C)C
→ -13%[57.5 µM] | 101%[activator]
> CCOc1ccccc1CN1CCc2nc(Nc3ccc4c(c3)OCCO4)ncc2C1
→ -10% | ?
> CNC(=O)Cn1c(=O)c2cccn2c2ccc(F)cc21
→ 7%[57.5 µM] | -8%
> Cc1ccc(NC(=O)CCS(=O)(=O)c2cc3c4c(c2)CCN4C(=O)CC3)c(C)c1
→ 9% | 6%
> O=C(CSC1CCCC1)NCc1cccs1
→ 6% | 0%
> COc1cccc(NC(=O)CSC2=Nc3ccccc3C3=NC(CC(=O)NCc4cccs4)C(=O)N23)c1 (configuration not stated)
→ 20% | -7%
> Cn1cc(C(=O)NCCc2ccc(Cl)cc2)c(=O)c2cc(S(=O)(=O)N3CCOCC3)ccc21
→ 3%[57.5 µM] | -2%[57.5 µM]

An excerpt, so the mix of outcomes need not match the whole.
